ATG4B inhibitor: blocks human ATG4B protease cleavage of LC3 substrate | Q9Y4P1 | ATG4B cleavage of LC3-PLA2, NBD-HPC fluorescence, 1 h | inhibition, % at 8.33 µM | 340,000 tested, 0.51% active | AID 504462; in the data active = inhibition above about 40%
Target sequence (Q9Y4P1 whole entry, looked up): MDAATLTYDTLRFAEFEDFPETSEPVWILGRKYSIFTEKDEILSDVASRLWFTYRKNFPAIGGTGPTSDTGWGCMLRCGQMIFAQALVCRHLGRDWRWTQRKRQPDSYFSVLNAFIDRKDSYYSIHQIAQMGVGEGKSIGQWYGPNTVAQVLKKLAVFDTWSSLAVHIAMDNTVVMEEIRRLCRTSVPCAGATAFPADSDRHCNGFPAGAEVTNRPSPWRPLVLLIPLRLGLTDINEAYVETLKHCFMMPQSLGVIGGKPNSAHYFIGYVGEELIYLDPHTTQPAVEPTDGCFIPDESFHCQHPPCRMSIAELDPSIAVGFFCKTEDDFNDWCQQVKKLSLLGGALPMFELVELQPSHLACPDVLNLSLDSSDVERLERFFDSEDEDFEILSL
mIAP block: mouse IAP inhibition. purified mouse IAP, CDP-Star luminescence, 30 min. inhibition, % at 10 µM. 330,000 tested, 0.2% active. AID 2806;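 active = inhibition of at least 40% at 10 µM in the primary screen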;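 also: plate controls were DMSO with enzyme for no effect and no enzyme wells for full effect; values of inactives mirror those of a sister screen read the other way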
mIAP act: mouse IAP activation | AID 2805 | muIAP, CDP-Star luminescence, 30 min; hits give high values; 1 = vehicle-only enzyme signal, 0 = enzyme-free wells | activation factor at 10 µM | 330,000 tested, 0.24% active;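 active = activation factor of at least 2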; also: the source names both 10 and 20 µM as test concentration; values of inactives mirror those of a sister screen read the other way
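Assay system: mouse IAP enzyme; Reagent: CDP-Star chemiluminescent phosphatase substrate; Compound: DMSO-dissolved test compounds; Incubation: 30 min, room temperature; Technique: luminescence from enzymatic CDP-Star hydrolysis; Controls: DMSO-only wells and no-enzyme negative control.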
TIM10 inh: growth inhibitors of TIM10 yeast strain; 330,000 tested, 1.4% active; inhibition, % at 10 µM; S. cerevisiae TIM10 strain growth, BacTiter-Glo luminescence, 24 h;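 active = inhibition of 40% or more at the single tested concentration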;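 also: wild-type TIM10 isogenic control strain grown at permissive 25 °C; 0% = DMSO yeast wells and 100% = minimal medium wells without yeast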
hIAP inh: human IAP inhibition; purified IAP, CDP-Star luminescence, 30 min; 330,000 tested, 0.12% active; inhibition, % at 10 µM; P09923; AID 2544;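 active = inhibition reaching a set limit with compound at 10 µM in the primary screen, cut at about 35% in these data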;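 also: plate controls were DMSO wells with enzyme for no effect and no-enzyme buffer wells for full effect; values of inactives mirror those of a sister screen read the other way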
Target sequence (P09923 whole entry, looked up): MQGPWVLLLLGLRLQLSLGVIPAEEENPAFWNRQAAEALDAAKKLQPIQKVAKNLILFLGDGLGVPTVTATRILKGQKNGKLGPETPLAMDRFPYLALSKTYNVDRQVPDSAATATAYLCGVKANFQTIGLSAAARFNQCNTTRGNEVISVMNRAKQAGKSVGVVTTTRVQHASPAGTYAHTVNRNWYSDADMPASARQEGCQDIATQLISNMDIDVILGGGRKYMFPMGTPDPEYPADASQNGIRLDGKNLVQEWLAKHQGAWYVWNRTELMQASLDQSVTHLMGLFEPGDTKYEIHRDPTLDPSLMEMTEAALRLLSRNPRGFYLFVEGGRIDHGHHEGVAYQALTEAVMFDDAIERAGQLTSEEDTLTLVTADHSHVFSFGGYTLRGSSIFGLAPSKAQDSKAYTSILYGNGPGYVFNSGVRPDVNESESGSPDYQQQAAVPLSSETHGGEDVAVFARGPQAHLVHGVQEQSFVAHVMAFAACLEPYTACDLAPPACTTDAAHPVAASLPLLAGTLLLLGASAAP
hIAP act: human IAP activation; P09923; purified human IAP, CDP-Star luminescence, 30 min; hits give high values; 1 = vehicle-only enzyme, 0 = enzyme-free background; activation factor at 10 µM; 330,000 tested, 0.16% active; AID 2524;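 active = activation factor of the enzyme at least 2-fold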; also: the source names both 10 and 20 µM as test concentration; values of inactives mirror those of a sister screen read the other way
Apaf-1 inh: human Apaf-1 inhibition; O14727; reconstituted apoptosome caspase-3 activity, DEVD-Rh110 fluorescence; inhibition, % at 20 µM; 330,000 tested, 0.71% active; AID 489030; active = inhibition of at least 40% at 20 µM;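 also: plate controls were DMSO wells for no effect and DEVD-CHO caspase inhibitor wells for full effect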
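Assay system: Apoptosome proteins | Medium: pH 7.5 Hepes buffer with CHAPS, BSA, DTT | Also added: Cytochrome c and DEVD-Rh110 substrate | Times: 30 min plus 50 min, RT | Detection: Rhodamine 110 fluorescence at Ex 480/Em 540 nm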
NALP3 yeast inh: inhibitors of NALP3 inflammasome in yeast; Yeast reconstituted NLRP3/ASC/caspase-1, beta-gal luminescence, 24 h; inhibition, % at 10 µM; 330,000 tested, 0.39% active; AID 2825;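 active = inhibition of 50% or more; inactive = inhibition below 50%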;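 also: plate controls were induced DMSO wells for no effect and uninduced yeast grown without galactose for full effect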
tim10-1 inh: growth inhibitors of tim10-1 mutant yeast. inhibition, % at 20 µM. 330,000 tested, 2.2% active. S. cerevisiae tim10-1 ts strain growth, BacTiter-Glo, 24 h;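 active = inhibition of at least 40%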;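 also: mutant grown at 25 °C; 0% = DMSO wells with yeast and 100% = wells holding no yeast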
An asterisk follows results filed as active; . = no result given.

SMILES | ATG4B inhibitor | mIAP block | mIAP act | TIM10 inh | hIAP inh | hIAP act | Apaf-1 inh | NALP3 yeast inh | tim10-1 inh
Fc1ccc(CSc2nnc(-c3cccnc3)n2Cc2ccco2)cc1 | -5 | -3 | 1 | 24 | 14 | 0.86 | -3 | -7 | 28
CN(C)C(CNC(=O)CCc1nc2cc(Cl)ccc2n(Cc2ccccc2)c1=O)c1ccccc1 (centres undefined) | 8 | 6 | 0.94 | 18 | 4 | 0.96 | 27 | 8 | 28
CCC(=O)Nc1ccccc1C(=O)N1CCCC1 | 3 | 33 | 0.67 | -13 | 2 | 0.98 | -44 | 0 | 13
CC1CCC2C(=O)N(c3ccc(C(=O)NCc4ccccc4)cc3)C(=O)C2C1 (centres undefined) | -2 | -2 | 1 | -32 | -4 | 1 | 14 | 13 | 5
Cc1nn(CC(=O)c2ccc(Cl)cc2Cl)c(C)[n+]1N | -9 | -12 | 1.1 | 1 | -10 | 1.1 | 4 | -3 | -5
COc1ccc(OC)c(C(=O)c2ccc(C(=O)N3CCN(Cc4csc(C)n4)CC3)cc2)c1 | -4 | 0 | 1 | -9 | 8 | 0.92 | 12 | -17 | 10
Cc1ccc(CNC(=O)c2cc(=O)c3ccccc3o2)cc1 | -6 | -2 | 1 | -6 | -4 | 1 | 3 | 9 | 8
CN1CCc2c(sc(/N=C/c3c[nH]c4ccccc34)c2C(N)=O)C1 | -17 | 4 | 0.96 | 10 | -14 | 1.1 | -1 | 12 | 6
CC1CCc2c(nc3ncnn3c2NCCc2ccccc2F)C1 (centres undefined) | -4 | -5 | 1 | -29 | 1 | 0.99 | 7 | -8 | -41
O=C(NCCCCCCCCCNC(=O)C(F)(F)F)C(F)(F)F | 11 | 5 | 0.95 | -15 | -12 | 1.1 | -2 | 11 | 21
COC(=O)c1[nH]nc2c1C(=O)N(Cc1ccccc1)C2=O | -3 | 1 | 0.99 | -3 | -3 | 1 | -17 | 15 | 11
CC1CCN(S(=O)(=O)c2cccc(-c3csc(-c4cccnc4)n3)c2)CC1 | -3 | 9 | 0.91 | 4 | -3 | 1 | 31 | 19 | 4
COc1ccc(C(=O)NCCNc2nc3cc(C)c(C)cc3cc2C)cc1 | -6 | -9 | 1.1 | 16 | 9 | 0.91 | 20 | 21 | 33
CCCCn1c(NCc2cccs2)nc2ccccc21 | -7 | -6 | 1.1 | 21 | 8 | 0.92 | 8 | 18 | 28
O=C(OCC(=O)N1CCOCC1)c1ccc2ccccc2c1 | -4 | -12 | 1.1 | 11 | 5 | 0.95 | -1 | 14 | 10
CCCCNC(=O)c1oc2ccc(S(=O)(=O)N3CCCC3)cc2c1C | -9 | 3 | 0.97 | 10 | 11 | 0.89 | 9 | 16 | 9
O=C(Nc1nnc(-c2ccc(Cl)cc2)o1)c1cccc(N2C(=O)CCC2=O)c1 | 3 | 7 | 0.93 | -9 | -1 | 1 | 9 | 5 | 22
CC1(C)CC2(CCO1)N1CC3(C)CN2CC(C)(C1)C3O (centres undefined) | -7 | -4 | 1 | 7 | 11 | 0.89 | -1 | 8 | 10
Cc1ccc(N2CC(C(=O)N3CCOCC3)CC2=O)cc1Cl (centres undefined) | -5 | 0 | 1 | -12 | -6 | 1.1 | 4 | -3 | 10
Cc1ccc(C(=O)Nc2ncn[nH]2)cc1 | -5 | 3 | 0.97 | 6 | -112 | 2.1* | -20 | 12 | 4
O=C(C1CCCN(S(=O)(=O)Cc2ccccc2)C1)N1CCc2ccccc21 (centres undefined) | -5 | 18 | 0.82 | 9 | 2 | 0.98 | 5 | 0 | 37
CC1(c2nnc(-c3ccncc3)o2)CC(c2ccc(F)cc2)=NO1 (centres undefined) | 1 | -1 | 1 | -24 | -1 | 1 | -3 | 26 | -56
CCOc1cc(/C=N\NC(=O)OC(C)(C)C)ccc1OC(=O)c1ccco1 | -6 | -8 | 1.1 | 4 | -18 | 1.2 | 6 | -9 | 17
CNC(=O)Nc1cccc(-c2ccnc(C)n2)c1 | 0 | -6 | 1.1 | -4 | -12 | 1.1 | -4 | 22 | 5
Cc1oc(C(C)(C)C)cc1C(N)=O | -1 | 3 | 0.97 | 17 | 21 | 0.79 | -21 | 0 | 3
O=C(CCC1CCN(Cc2ccc(C#CCCO)cc2)CC1)NC1CC1 | 2 | -7 | 1.1 | -5 | 2 | 0.98 | -8 | 4 | -13
COC(=O)c1ccccc1OCCOc1ccccc1C(=O)OC | 10 | 8 | 0.92 | -5 | 26 | 0.74 | 6 | 5 | 17
CC1(C)CC(=O)C2=C(C1)NC(=O)NC2c1ccc([N+](=O)[O-])cc1 (centres undefined) | 2 | -8 | 1.1 | 3 | 6 | 0.94 | 8 | 15 | -8
COc1ccc(OC)c2sc(N(CCN(C)C)C(=O)c3cc(Cl)sc3Cl)nc12 | -3 | -6 | 1.1 | 1 | 1 | 0.99 | 5 | 11 | 15
Cc1ccc(S(=O)(=O)NCCCCCC(=O)Nc2ccccc2)cc1 | -5 | 4 | 0.96 | 4 | -1 | 1 | 6 | 8 | 6
Cc1nn(Cc2ccccc2)c(C)c1N | -4 | -12 | 1.1 | 8 | 9 | 0.91 | -8 | 16 | 2
CCOC(=O)Cc1c(C)[nH]n(-c2ccccc2)c1=O | -9 | -3 | 1 | 22 | -18 | 1.2 | -14 | 5 | 23
O=C(CCC(=O)c1ccccc1)Nc1ccccc1 | -6 | -9 | 1.1 | -34 | 0 | 0.99 | -10 | 26 | -20
CCN(C(=O)c1ccc(NC(C)=O)cc1)c1ccccc1 | -7 | 2 | 0.98 | -3 | 9 | 0.91 | 0 | 15 | 17
CC(C)c1[nH]nc2c1C(c1cccnc1)C(C#N)=C(N)O2 (centres undefined) | 0 | -2 | 1 | -9 | -14 | 1.1 | -20 | -5 | 1
O=C(CCc1ccccc1)NC(=S)Nc1cccc(Br)c1 | 13 | 10 | 0.9 | 48* | -3 | 1 | 10 | 2 | 37
COc1ccc(C(=O)COc2cccc(NC(=O)c3ccco3)c2)cc1 | -23 | 0 | 1 | 37 | -27 | 1.3 | 8 | 23 | 24
OCCNc1nc2nonc2nc1NCCO | -12 | 7 | 0.93 | -3 | -11 | 1.1 | -3 | 6 | 5
FC(F)Oc1ccccc1/C=N/Nc1nc2ccccc2o1 | -2 | 4 | 0.96 | -11 | -16 | 1.2 | 4 | 3 | 7
CC(C)n1cc(CN2CCC(n3nccc3NC(=O)C3CCCC3)CC2)cn1 | 0 | -2 | 1 | 1 | 6 | 0.94 | 9 | 16 | -21

Reformatted with values under each structure: part of the list above.
Each structure is followed by: ATG4B inhibitor | mIAP block | mIAP act | TIM10 inh | hIAP inh | hIAP act | Apaf-1 inh | NALP3 yeast inh | tim10-1 inh
> O=C(C1CCCN(S(=O)(=O)Cc2ccccc2)C1)N1CCc2ccccc21 (centres undefined)
    -5 | 18 | 0.82 | 9 | 2 | 0.98 | 5 | 0 | 37
> CC1(c2nnc(-c3ccncc3)o2)CC(c2ccc(F)cc2)=NO1 (centres undefined)
    1 | -1 | 1 | -24 | -1 | 1 | -3 | 26 | -56
> CCOc1cc(/C=N\NC(=O)OC(C)(C)C)ccc1OC(=O)c1ccco1
    -6 | -8 | 1.1 | 4 | -18 | 1.2 | 6 | -9 | 17
> CNC(=O)Nc1cccc(-c2ccnc(C)n2)c1
    0 | -6 | 1.1 | -4 | -12 | 1.1 | -4 | 22 | 5
> Cc1oc(C(C)(C)C)cc1C(N)=O
    -1 | 3 | 0.97 | 17 | 21 | 0.79 | -21 | 0 | 3

Additional records follow.
SMILES | ATG4B inhibitor | mIAP block | mIAP act | TIM10 inh | hIAP inh | hIAP act | Apaf-1 inh | NALP3 yeast inh | tim10-1 inh
COc1ccc(CN2CCSCC2)c(OC)c1C | 9 | -7 | 1.1 | -5 | 14 | 0.85 | -4 | 22 | -19
CCN1CCN(C(=O)c2cn(CCOC)c(=O)c3c2c2ccccc2n3C)CC1 | -1 | -4 | 1 | 2 | 2 | 0.98 | -9 | 0 | 6
COc1ccc(-c2csc(Nc3cc(C)ccn3)n2)cc1OC | -8 | 0 | 1 | 18 | 14 | 0.85 | 8 | 35 | 25
NCCCC[C@H]1CNC(=S)N1CC1CCCCC1 | -6 | -6 | 1.1 | 11 | 4 | 0.96 | 5 | 9 | 7
O=C(CN1C(=O)c2ccc([N+](=O)[O-])cc2C1=O)NCc1ccc(C(=O)O)cc1 | -6 | 1 | 0.99 | -10 | -10 | 1.1 | -7 | 3 | 3
CCOc1ccc2nc(NC(=O)C3CSC4(C)CCC(=O)N34)sc2c1 (centres undefined) | -5 | 8 | 0.92 | 6 | 1 | 0.99 | 5 | 9 | 5
Cc1ccccc1NC(=O)Cn1nc(C(F)(F)F)cc1C1CC1 | 1 | -2 | 1 | 5 | 15 | 0.85 | -19 | 17 | 11
CCOCCCNC(=O)C1CCN(S(=O)(=O)N2CCCCC2)CC1 | -3 | -3 | 1 | 2 | 5 | 0.95 | -19 | -6 | -2
COc1ccccc1C(c1nnnn1C1CCCC1)N1CCN2CCCC2C1 (centres undefined) | 9 | -4 | 1 | -7 | -1 | 1 | -15 | 10 | -13
CCN(CC)S(=O)(=O)c1ccc(C)c(NC(=S)NC2CCCCC2)c1 | -14 | -104 | 2* | 17 | -3 | 1 | -12 | 5 | 20
COc1ccc2cc(C(=O)Nc3ccc(S(N)(=O)=O)cc3)sc(=O)c2c1OC | 0 | 15 | 0.85 | 9 | 4 | 0.96 | -25 | -1 | -6
CCCCN1C2CCCC1CC(NC(=O)c1cccc(OC)c1)C2 (centres undefined) | 6 | 2 | 0.98 | 0 | 5 | 0.95 | -15 | 0 | 4
CC(=O)Cc1nsc(NC(=O)c2ccc(-c3ccc(Cl)c(C(F)(F)F)c3)o2)n1 | 2 | -12 | 1.1 | 26 | -20 | 1.2 | 19 | -2 | -3
O=C(Cc1coc2ccc3ccccc3c12)Nc1nnc(C2CC2)s1 | -12 | 3 | 0.97 | 15 | 12 | 0.88 | 11 | 4 | 3
COc1ccccc1CNS(=O)(=O)c1ccc2c(c1)CC(=O)N2C | -2 | 2 | 0.98 | 6 | -16 | 1.2 | 3 | -5 | 19
CCOC(=O)c1ccc(NC(=O)N2CCCCCC2)cc1 | -5 | -7 | 1.1 | 5 | -10 | 1.1 | 6 | 28 | 3
CCn1cc(CN2CCN(Cc3ccsc3)C(CCO)C2)cn1 (centres undefined) | -3 | -9 | 1.1 | -6 | -14 | 1.1 | -15 | -8 | 4
Cc1ccnc(Nc2nc(-c3ccc(O)c(O)c3)cs2)c1 | 1 | 34 | 0.66 | 28 | -4 | 1 | 12 | 16 | -69
CCOC(=O)C1CCN(C(=O)C(=O)N2CCC(C(=O)OCC)CC2)CC1 | -4 | -8 | 1.1 | -5 | -25 | 1.2 | -22 | 14 | -2
COc1cccc(NC(=O)CC(=O)c2ccc([N+](=O)[O-])cc2)c1 | -6 | -3 | 1 | 9 | -4 | 1 | 9 | 28 | 26
CN1C(=S)SC(N2OC3C(=O)N(c4ccccc4)C(=O)C3C2c2ccccc2)C1(C)C (centres undefined) | . | 0 | 1 | 12 | 2 | 0.98 | 7 | -3 | 16
COc1ccccc1OCc1nc2ccccc2n1C | 2 | -3 | 1 | -1 | -6 | 1.1 | 12 | 28 | 21
CCn1c(SCc2nc3ccccc3c(=O)[nH]2)nnc1C(C)NC(=O)c1ccccc1 (centres undefined) | -4 | -1 | 1 | -10 | 9 | 0.91 | 6 | 10 | -12
CN1CCN(C(=O)c2cc3nc(-c4ccc(F)cc4)cc(C(F)(F)F)n3n2)CC1 | 0 | 5 | 0.95 | -2 | 5 | 0.95 | -10 | 9 | -6

Source: PubChem BioAssay
